# GLP-1R inv ag = acts as inverse agonist at human GLP-1 receptor; HEK293 GLP-1R CRE-luciferase, luminescence, 24 h; GLP-1R form is constitutively active; hit rate 1.6% among 410,000; Potency, µM (top dose mostly 38.3 µM), without a hit: at the highest dose activity change, negative = inhibition, usual class: inhibitors; further: potency means the concentration at half of the fitted maximal effect; on the % scale 0 is the no-effect control and ±100 the full control effect; nearly all actives have a fitted effect of over 55% in size
#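 Readout was luciferase luminescence, measured 12 min after detection reagent at room temperature. Beforehand, GLP-1R reporter HEK293 cells had sat 12 h, then received compounds for 24 hr at 37 deg C.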
# FUS suppressor = suppressors of FUS proteinopathy in yeast. S. cerevisiae FUS-expressing, growth rescue, OD600, 24 h. Potency, µM (highest dose often 76.6 µM), for the others: at the top dose growth rescue (activation), actives largely listed as activators. hit rate 0.24% among 390,000. AID 1347120;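 further: potency means the concentration at half of the fitted maximal effect; plate controls were DMSO vehicle for no effect and reference control for full effect; nearly all actives have a fitted effect of over 55% in size; some results filed as inactive show a strong effect at the top dose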
#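 Read-out: OD at 600 nm after 24hr at 30C, reporting rescue of FUS-induced yeast toxicity. Cells at OD 0.005 in galactose (2%) minimal medium; compounds tested in a dilution series; CP55940 titration from 92uM final as control.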
# PTHR1 agonist = PTHR1 (human) receptor agonism; HEK293 GP2 PTHR1 cells, GloSensor cAMP luminescence, 1 h; Potency, µM (series often up to 115 µM), without a hit: at the highest dose activation, most hits filed as activators; hit rate 0.075% among 410,000; Q03431; further: potency means the concentration at half of the fitted maximal effect; nearly all actives have a fitted effect of over 55% in size; some results filed as inactive show a strong effect at the top dose; inactives centre near -15; many of its hits are not listed in these tables
# Target sequence (Q03431 whole entry, looked up): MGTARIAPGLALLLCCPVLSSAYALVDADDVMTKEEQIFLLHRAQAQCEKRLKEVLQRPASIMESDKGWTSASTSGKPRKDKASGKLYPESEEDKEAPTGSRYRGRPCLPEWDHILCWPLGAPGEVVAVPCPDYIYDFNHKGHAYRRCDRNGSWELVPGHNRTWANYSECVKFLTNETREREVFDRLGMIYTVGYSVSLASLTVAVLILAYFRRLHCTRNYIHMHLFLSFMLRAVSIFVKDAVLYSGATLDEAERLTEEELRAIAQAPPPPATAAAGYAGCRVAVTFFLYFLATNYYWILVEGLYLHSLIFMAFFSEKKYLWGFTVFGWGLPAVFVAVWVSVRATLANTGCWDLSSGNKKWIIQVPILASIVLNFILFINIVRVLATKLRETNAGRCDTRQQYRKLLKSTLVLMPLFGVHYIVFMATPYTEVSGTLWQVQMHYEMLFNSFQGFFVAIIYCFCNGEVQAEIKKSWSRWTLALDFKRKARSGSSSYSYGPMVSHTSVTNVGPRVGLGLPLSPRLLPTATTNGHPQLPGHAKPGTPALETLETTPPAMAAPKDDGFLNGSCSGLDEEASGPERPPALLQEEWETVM
#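 HEK-293-derived GP2 cells expressing PTHR1 and a GloSensor cAMP reporter, 3,000/well, plated overnight, given luciferin plus IBMX (each 0.5 mM as added) for 1 h at 37 °C, then compound for 1 h at 37 °C. Luminescence was read after 15 min at room temperature.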
# pAkt inh = Akt phosphorylation inhibition; AID 651550; activity change, % for hits at 50 µM; Neuro2A IGF-stimulated pAkt S473 HTRF, 20 min; active compounds read low; hit rate 0.32% among 360,000; in the data active means activity change below about -80%; inconclusive means mostly about -51% to -80%; further: on the % scale 0 is the no-effect control and ±100 the full control effect
#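 Single-point screen (50 µM final compound) in Neuro2A cells stimulated 20 min with 6 nM IGF at 37 deg C. After lysis, Ser473-phosphorylated Akt read by HTRF (ex 330 nm, em 615/665 nm) as the 665/615 ratio.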
# aSyn yeast inh = rescues yeast growth from alpha-synuclein toxicity | Yeast expressing alpha-synuclein, growth rescue, BacTiter-Glo, 24 h | Potency, µM (highest dose often 46.1 µM), without a hit: at the highest dose growth rescue (activation), usual class: activators | hit rate 0.14% among 370,000; further: potency means the concentration at half of the fitted maximal effect; % of control where 0% means no effect; nearly all actives have a fitted effect of over 65% in size
#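 Readout is rescue of growth in alpha-synuclein-expressing yeast, so inhibitors of toxicity appear as activators. Growth after 24 hr at 30 deg C in galactose medium is quantified by luminescence.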
# Abeta rescue = A-beta toxicity reversal in yeast; hit rate 0.063% among 410,000; Potency, µM (series often up to 46.1 µM), for inactives: at the highest dose growth rescue, most hits filed as activators; AID 1347071; yeast expressing A-beta42, growth rescue, OD600, 48 h; response scale: 0% DMSO, 100% iron-clioquinol control; further: potency means the concentration at half of the fitted maximal effect; nearly all actives have a fitted effect of over 55% in size
#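 Growth rescue measured by 600 nm absorbance after 48 h yeast culture at 30 C with compound. Values normalized between DMSO and an equimolar ferric chloride plus clioquinol control.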
# D3 antag = blocks the human D3 dopamine receptor | max response, negative = inhibition, % | P35462 | hit rate 2.5% among 360,000 | D3R cells, DiscoveRx beta-arrestin luminescence, antagonist mode; active compounds read low; in the data active means max response below about -50%; inconclusive means no clear call, values can overlap the other calls; further: on the % scale 0 is the no-effect control and ±100 the full control effect; mostly tested at two doses, the higher about 12 µM
# Target sequence (P35462 whole entry, looked up): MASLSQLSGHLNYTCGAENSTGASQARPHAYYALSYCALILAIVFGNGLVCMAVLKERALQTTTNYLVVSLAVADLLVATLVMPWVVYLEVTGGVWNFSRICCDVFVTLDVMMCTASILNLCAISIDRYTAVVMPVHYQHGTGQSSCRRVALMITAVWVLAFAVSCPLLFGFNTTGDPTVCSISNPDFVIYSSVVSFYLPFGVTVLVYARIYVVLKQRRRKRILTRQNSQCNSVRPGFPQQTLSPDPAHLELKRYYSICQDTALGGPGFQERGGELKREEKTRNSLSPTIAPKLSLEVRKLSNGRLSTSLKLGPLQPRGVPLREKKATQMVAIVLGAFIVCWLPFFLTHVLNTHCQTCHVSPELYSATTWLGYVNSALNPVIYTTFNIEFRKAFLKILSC
#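 Cells plated overnight at 1500 cells/well, then exposed to library compounds with dopamine controls for 90 minutes at 37 degrees C. DiscoveRx reagent added for 30–60 minutes at room temperature; luminescence read, quantitative HTS format.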
# TDP-43 yeast inh = rescues yeast growth from TDP-43 toxicity; TDP-43 expressing yeast growth rescue, BacTiter-Glo, 24 h; Potency, µM (series often up to 46.1 µM), for inactives: at the top dose growth rescue (activation), usual class: activators; hit rate 1.8% among 410,000; further: potency means the concentration at half of the fitted maximal effect; % of control where 0% means no effect; nearly all actives have a fitted effect of over 50% in size
#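 Cell-based yeast growth screen: TDP-43 expression induced in galactose, inoculum OD600=0.02 after raffinose pregrowth to mid-log. Read-out BacTiter-Glo luminescence at 24 hr, 30 deg C; inhibition of toxicity seen as signal increase.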
# GLP1R ag = GLP-1 receptor (human) agonism | P43220 | HEK293 GLP-1R CRE-luciferase, luminescence, 4-6 h; cells express a hypersensitive GLP-1R form | Potency, µM (doses to about 45.6 µM), inactives show at the highest dose activation, actives largely listed as activators | hit rate 0.007% among 380,000 | AID 624172; further: potency means the concentration at half of the fitted maximal effect; % of control where 0% means no effect
# An asterisk follows results filed as active; i = inactive; ? = inconclusive; · = no result given; [ ] = another dose, or the depositor's remark. Unless noted, the call rests on the fitted dose curve; in most records, active means well fitted curve in the direction sought with a large enough effect; inconclusive means small, poorly fitted or top-dose-only effect, or another doubt; inactive means no such curve, though single readings can be large; an effect the other way counts as inactive or inconclusive.
SMILES,GLP-1R inv ag,FUS suppressor,PTHR1 agonist,pAkt inh,aSyn yeast inh,Abeta rescue,D3 antag,TDP-43 yeast inh,GLP1R ag
Cn1cccc1C(=O)OCC(=O)Nc1sccc1C#N,1%,·,-32%[inhibitor],i,-8%,0%,-4,7%,1%
Cn1c(=O)c2cc(C(=O)NCCCN3CCN(c4ccccc4F)CC3)sc2c2ccccc21,19%,4%,i,·,·,1%,·,15%,·
Cc1cc(C(=O)NCCCOC(C)C)c2ccccc2n1,8%,18%,i,i,-2%,-17%,21,-22%,-11%
CC1(C)CC(=O)C2=C(C1)OC(N)=C(C#N)C21C(=O)N2CCCc3cccc1c32 (stereo unspecified),8%,14%,i,i,-3%,-2%,-19,-7%,2%
N#Cc1ncc(C(F)(F)F)cc1Oc1cccnc1,5%,-14%,-26%,i,-6%,3%,-10,-19%,10%
C[C@H](NC(=O)c1ccccc1F)C(=O)N1CCC2(CC1)NCCc1[nH]cnc12,28%,-17%,i,i,0%,2%,8,4%,-2%
O=C(CSc1nnc(-c2ccncc2)n1CC1CCCO1)Nc1cccc(O)c1 (stereo unspecified),0%,23%,-2%[57.5 µM],i,-10%,-9%,7,-2%,-13%
Cc1cc(NC(=O)CN2C(=O)NC3(CCCCC3)C2=O)no1,-5%,6%,i,i,25%,2%,25,-8%,6%
COc1ccc([C@@H]2CC=C(C(=O)O)[C@H](c3ccc(Cl)cc3)N2S(=O)(=O)c2ccc(Cl)cc2)cc1,-13%,10%,-38%[inhibitor],i,19%,-11%,10,?,2%
O=C(NCCc1csc(-c2cccnc2)n1)c1cccs1,-7%,-1%,i,i,1%,-4%,0,18%,0%
COC(=O)c1ccccc1NC(=O)N1c2ccccc2CC1C (stereo unspecified),-1%,31%,-1%[57.5 µM],i,-2%,-62%[inhibitor],13,?,16%
CCOc1ccc(N2CC(C(=O)NC3CCCCCC3)CC2=O)cc1 (stereo unspecified),-8%,13%,-22%,i,-2%,-4%,-5,-1%,10%
O=C(Nc1c(-c2ccc(F)cc2)nc2ccccn12)c1ccc(F)cc1,?,-17%,i,i,-1%,6%,-4,17%,2%
CC1=Nc2cc(C(=O)NCCCN3CCOCC3)ccc2Sc2c(C)ccc(C)c21,8.9µM*,8%,i,i,2%,-5%,1,-16%,10%
Clc1ccc(C2CC(c3ccco3)n3ncnc3N2)cc1Cl (stereo unspecified),10µM*,28%,-13%,i,-1%,3%,-58*,-13%,5%
Cc1cc2c(cc3c(SCC(=O)Nc4cccc(Cl)c4C)nnc(C)n32)o1,1%,-1%,21%,·,·,-8%,·,?,·
Cc1c(C(=O)N2CCN(C)CC2)oc2ccc(S(=O)(=O)N3CCOCC3)cc12,0%,16%,i,i,1%,3%,-10,4%,2%
COc1ccc2c(c1)Cc1sc(NC(=O)c3ccccc3Br)nc1-2,?,28µM*,-29%,·,·,-3%,·,28%,·
CCN(Cc1ccccc1)C(=O)CCS(=O)(=O)c1ccc2c(c1)n(C)c(=O)c(=O)n2C,-7%,-21%,i,i,0%,1%,0,-1%,-1%
NC(=O)c1c(NC(=O)c2ccccc2)sc2c1CCC2,-5%,?,-7%,i,3%,1%,0,-2%,-4%
Cc1ccc(-c2nc(C(=O)NCc3ccc(Cl)cc3)c3n2CCCCC3)cc1,?,?,-2%,·,24%,-17%,·,-10%,5%
Cc1cccc(N2CCN(C(=O)c3cnn(-c4cccc(Cl)c4C)c3C3CCNCC3)CC2)c1C,?,?,-2%,·,·,19%,·,12%,·
CSc1nc(N)c(C(=O)Nc2ccc([N+](=O)[O-])cc2)s1,4%,-22%,-87%[inhibitor],i,-17%,-18%,-7,-14%,0%
O=C(CNCc1ccc(F)cc1)Nc1ccccc1-c1ccccc1,?,·,i,i,1%,13%,-6,-13%,-3%
CCCC(=O)N1CCC1(C)C(=O)NS(=O)(=O)c1ccccc1Cl (stereo unspecified),17%,-30%,-12%,i,-7%,-14%,-14,-6%,-2%
# More records follow:
SMILES,GLP-1R inv ag,FUS suppressor,PTHR1 agonist,pAkt inh,aSyn yeast inh,Abeta rescue,D3 antag,TDP-43 yeast inh,GLP1R ag
O=C(NCc1ccc(F)cc1)c1ccc(Br)o1,-8%,17%,0%,i,-14%,-21%,13,12%,4%
CCc1ccc(/C=N/NC(=O)c2cc(-c3ccccc3OC)nc3ccccc23)s1,31%[activator],18%,i,i,-12%,-20%,?,6%,-5%
O=C(O)CC12CC3CC(C1)CC(n1ncc(N4CCC5(CC4)OCCO5)c(Cl)c1=O)(C3)C2,5%,-30%,-7%,i,5%,-8%,21,-7%,-3%
Cc1onc(-c2c(F)cccc2Cl)c1C(=O)N(Cc1ccccc1)C(C)C,?,23%,19%,i,12%,-7%,-17,6%,4%
CCC(C)NC(=S)Nc1ccccc1 (stereo unspecified),-9%,14%,-9%,i,0%,?,2,-7%,4%
O=C(NC1=NCCS1)c1cc(Cl)ccc1Cl,-1%,2%,i,i,-9%,-6%,4,18%,-3%
Cc1ccc(-c2nc3cc(C)c(Br)c(C)n3c2CC(C)(C)C)cc1,?,-2%,23%,i,-14%,-14%,0,4%,11%
CSc1ccc(S(=O)(=O)NCC(=O)OCC(=O)N(C)CC(=O)Nc2ccccc2Cl)cc1[N+](=O)[O-],7%,-4%,i,i,-3%,-6%,-16,-11%,-1%
CC(C)c1ccc(NC(=O)CSc2nc(=O)n(Cc3cccnc3)c3c2CCC3)cc1,7%,?,-10%,·,·,-20%,·,-6%,·
COC(=O)C[C@@H]1CC[C@@H](NC(=O)NC2CCCC2)[C@@H](CO)O1,6%,-7%,-7%,i,-2%,-11%,-22,-1%,·
Cc1ccc(C(=O)Nc2nnc(COc3ccccc3)s2)cc1,24%,11%,i,i,0%,-6%,1,-23%[9.22 µM],0%
COc1ccc(OCC(=O)N2CCN(C(=O)c3ccccc3)CC2)cc1,-13%,-4%,i,i,2%,13%,-23,20%,-2%
Cc1ccccc1-n1c(SCC(=O)N2CCC(C(=O)O)CC2)nnc1-c1ccncc1,9%,14%,-59%,i,1%,-11%,7,0%[9.22 µM],-2%
CC1(C(=O)NS(=O)(=O)c2cccc(C#N)c2)CCN1C(=O)C1(c2ccc(Cl)cc2)CC1 (stereo unspecified),10%,15%,-13%,i,-2%,-8%,-30,6%,-4%
COc1cccc(C(=O)O/N=C2\CCS(=O)(=O)c3sccc32)c1,0%,13%,-54%[inhibitor],i,1%,-6%,-8,-22%,1%
COc1cc(CN2C(=O)C(C)ON=C2c2ncccc2C)cc(OC)c1 (stereo unspecified),14%,-20%,-2%,i,11%,-8%,3,-14%,-2%
Cn1c(SCc2ccccc2)nnc1-c1ccncc1,28%,·,i,i,3%,0%,8,-6%,0%
CCCNC(=O)C1(C)CCN(C(=O)c2cc(C(C)(C)C)nn2C)C1 (stereo unspecified),-9%,-14%,14%,i,-12%,-28%,-20,-21%,-5%
Cc1noc(C)c1S(=O)(=O)N1CCCC(C(=O)NCc2ccccn2)C1 (stereo unspecified),16%,-14%,2%[57.5 µM],i,1%,-2%,-20,2%,2%
COc1ccccc1CN1C(=NC(=O)C2CCCCC2)SC2CS(=O)(=O)CC21 (stereo unspecified),17%,-35%,1%,i,-2%,-2%,-11,-22%,-4%
COc1cc(NS(=O)(=O)c2ccc(F)cc2)c(C(=O)O)cc1OC,8%,8%,-19%,i,1%,15%,?,4%,2%
CC(C)N1CC(O)=C(c2nc3ccccc3c(=O)[nH]2)C1=N,56%[activator],-4%,i,i,0%,-5%,-22,-5%,5%
COc1ccc(C=NN=C2c3ccccc3-c3ccccc32)cc1OC,91%[activator],·,i,i,12%,-4%,28,12%,6%
CCCCCC(=O)N1CC2(CC(c3cccc(NC(=O)CC(c4ccccc4)c4ccccc4)c3)=NO2)C[C@@H]1C(N)=O (stereo partly specified),?,?,-34%[inhibitor],i,1%,8%,40,5%,-3%
O=S(=O)(NC(=NCc1ccccc1)c1ccccc1)c1ccc(Br)cc1,?,·,i,i,12%,4%,22,20%,5%
CCCCNC(=O)C1CCN(C(=O)C2CCN(S(=O)(=O)c3ccc(C)cc3)CC2)CC1,2%,15%,-4%,i,-6%,-11%,3,-15%,-2%
COc1ccc(OC)c(C(=O)COC(=O)c2ccccc2O)c1,?,-3%,-85%[inhibitor],·,·,-9%,33,?,6%
CC(C)c1ccc(CNc2cc(N3CCCC3)ccc2[N+](=O)[O-])cc1,22%,15%,i,i,2%,11%,3,-5%,0%
CC(=O)Nc1ccc2c(c1)Cc1c(F)cccc1-2,-27%,7%,-86%[inhibitor],i,-8%,-24%,-20,?,-1%
CC1CCCC(NC(=O)c2cccc(S(=O)(=O)N3CCCCC3)c2)C1C (stereo unspecified),?,-5%,-6%,i,1%,6%,8,1%,-4%

# Printed as active in GLP-1R inv ag, among the entries above:
smiles	GLP-1R inv ag	PTHR1 agonist	pAkt inh	D3 antag	GLP1R ag
CC1=Nc2cc(C(=O)NCCCN3CCOCC3)ccc2Sc2c(C)ccc(C)c21	8.9µM*	i	i	1	10%
Clc1ccc(C2CC(c3ccco3)n3ncnc3N2)cc1Cl (stereo unspecified)	10µM*	-13%	i	-58*	5%

# Not a retest: an excerpt of the list.
SMILES,GLP-1R inv ag,FUS suppressor,PTHR1 agonist,pAkt inh,aSyn yeast inh,Abeta rescue,D3 antag,TDP-43 yeast inh,GLP1R ag
O=C(NCc1ccc(F)cc1)c1ccc(Br)o1,-8%,17%,0%,i,-14%,-21%,13,12%,4%
CCc1ccc(/C=N/NC(=O)c2cc(-c3ccccc3OC)nc3ccccc23)s1,31%[activator],18%,i,i,-12%,-20%,?,6%,-5%

# Source: PubChem BioAssay (National Center for Advancing Translational Sciences (NCATS))

# Only part of the results is shown; rates above refer to the full screens.
